USP30 inh: human USP30 deubiquitinase inhibition. purified USP30, Ub-rhodamine cleavage fluorescence. inhibition, % at 25 µM. 47,000 compounds, 5.3% hits. Q70CQ3
USP10 inh: blocks human USP10 ubiquitin-rhodamine cleavage | 47,000 compounds, 1.1% hits | purified USP10, Ub-rhodamine fluorescence, 60 min | AID 1645856 | inhibition, % at 20 µM
OTUD3 inh: human OTUD3 deubiquitinase inhibition; purified OTUD3, Ub-rhodamine fluorescence, 2 h; inhibition, % at 25 µM; 47,000 compounds, 0.7% hits; AID 1645858; Q5T2D3
USP17 inh: inhibitors of human USP17 deubiquitinase. A8MUK1. purified USP17, Ub-rhodamine cleavage fluorescence, 3 h. inhibition, % at 50 µM. 47,000 compounds, 6.5% hits. AID 1645855
USP28 block: inhibitors of human USP28 deubiquitinase; Q96RU2; AID 1645857; purified USP28, Ub-rhodamine cleavage fluorescence, 30 min; inhibition, % at 25 µM; 47,000 compounds, 3% hits
USP8 inh: blocks human USP8 ubiquitin-rhodamine cleavage; AID 1645853; 47,000 compounds, 4.2% hits; inhibition, % at 20 µM; P40818; purified USP8, Ub-rhodamine cleavage fluorescence, 30 min
UCHL1 inh: inhibitors of human UCHL1 deubiquitinase | purified UCHL1, Ub-rhodamine cleavage fluorescence | 47,000 compounds, 0.2% hits | inhibition, % at 20 µM
USP7 block: human USP7 deubiquitinase inhibition. Q93009. purified USP7, Ub-rhodamine cleavage fluorescence. inhibition, % at 20 µM. 47,000 compounds, 0.3% hits
Target sequence (Q93009 whole entry, looked up): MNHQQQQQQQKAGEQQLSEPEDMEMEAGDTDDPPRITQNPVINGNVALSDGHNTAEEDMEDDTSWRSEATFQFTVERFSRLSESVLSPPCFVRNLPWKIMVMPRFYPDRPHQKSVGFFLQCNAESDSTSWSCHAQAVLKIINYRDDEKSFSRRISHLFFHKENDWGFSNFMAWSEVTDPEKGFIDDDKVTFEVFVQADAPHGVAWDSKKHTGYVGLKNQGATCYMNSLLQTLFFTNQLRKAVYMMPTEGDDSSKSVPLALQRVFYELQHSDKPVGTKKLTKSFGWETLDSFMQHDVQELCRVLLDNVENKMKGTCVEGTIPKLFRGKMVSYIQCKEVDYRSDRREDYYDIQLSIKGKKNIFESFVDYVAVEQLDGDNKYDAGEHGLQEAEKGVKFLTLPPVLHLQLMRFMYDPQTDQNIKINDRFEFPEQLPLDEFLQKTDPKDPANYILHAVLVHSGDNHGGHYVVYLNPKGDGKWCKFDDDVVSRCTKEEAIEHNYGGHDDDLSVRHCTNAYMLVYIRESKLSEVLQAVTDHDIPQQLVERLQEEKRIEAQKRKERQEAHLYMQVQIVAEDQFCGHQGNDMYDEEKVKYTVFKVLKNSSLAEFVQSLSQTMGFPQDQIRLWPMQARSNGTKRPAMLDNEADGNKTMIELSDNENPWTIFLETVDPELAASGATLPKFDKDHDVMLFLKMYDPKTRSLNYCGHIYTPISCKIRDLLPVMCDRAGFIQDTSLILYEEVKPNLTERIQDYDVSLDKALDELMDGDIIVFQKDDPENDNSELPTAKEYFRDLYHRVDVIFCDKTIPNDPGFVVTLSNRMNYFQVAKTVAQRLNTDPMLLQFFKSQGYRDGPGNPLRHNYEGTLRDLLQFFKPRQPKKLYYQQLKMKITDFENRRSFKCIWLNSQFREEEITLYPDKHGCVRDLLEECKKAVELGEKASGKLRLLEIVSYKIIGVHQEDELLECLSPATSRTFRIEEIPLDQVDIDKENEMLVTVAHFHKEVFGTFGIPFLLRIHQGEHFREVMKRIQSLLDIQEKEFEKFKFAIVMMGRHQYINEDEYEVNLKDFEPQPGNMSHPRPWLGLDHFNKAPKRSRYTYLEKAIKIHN
* = called active by the depositor; · = no result given. No stated cut-off is given here; in the data, active means inhibition above about 30%; inactive means the rest.

SMILES	USP30 inh	USP10 inh	OTUD3 inh	USP17 inh	USP28 block	USP8 inh	UCHL1 inh	USP7 block
Cc1ccc(Nc2nc(N3CCN(CCO)CC3)nc3nccnc23)cc1Cl	-94	-4	1	-5	-6	0	5	-8
Cn1c(=O)n(Cc2ccc(C(F)(F)F)cc2)c2cncnc21	3	2	0	0	-1	-2	0	-1
Cc1n[nH]c(C)c1CC(=O)N1C[C@@H](c2cccc(F)c2)[C@@H]2NC(=O)CCCC[C@H]21	28	2	7	16	8	15	3	5
O=C(CCCn1c(=O)c2ccccc2n(CC(=O)NCc2ccccc2Cl)c1=O)NCc1ccc2c(c1)OCO2	66*	57*	26	27	33*	73*	6	27
Cc1occc1C(=O)N1CCc2sccc2C1C (stereo unspecified)	16	1	10	6	1	19	1	-29
O=C(Nc1nc2ccccc2s1)c1cc2ccc3cccnc3c2[nH]1	·	35*	0	58*	·	25	4	20
COc1ccccc1CNC(=O)c1cc(S(=O)(=O)N2CCCCC2)c[nH]1	0	1	-7	-20	-4	-10	-1	1
C/C=C(\CO)C(=O)O[C@H]1[C@H](O)[C@@H](C(=O)OC)O[C@@H]2C[C@H]3O[C@@H](n4cnc5c(N)ncnc54)[C@H](OC)[C@H]3O[C@]21O	9	-3	12	-6	-1	-2	1	0
O=c1[nH]c2c(cc1CNCc1cccnc1)c(-c1cccc(F)c1)nn2-c1ccccc1	-127	-4	-16	-43	-50	68*	-3	-4
CCOC(=O)N1CCN(C(=O)c2ccc(Cn3c(=O)[nH]c4cc(OC)c(OC)cc4c3=O)cc2)CC1	-16	-1	-3	-12	-14	-3	-1	-1
COc1ccc(F)cc1C(=O)N1CCOC(c2nc(C)cc(=O)[nH]2)C1 (stereo unspecified)	-8	0	-1	2	-8	0	-6	1
COc1ccc(C2CN3C(=O)CN(CCN4CCOCC4)C(=O)[C@]3(C)c3[nH]c4ccccc4c32)cc1 (stereo partly specified)	-27	-1	-8	-14	-14	-9	1	-16
CC(=O)Nc1ccc(CCc2nc3ccc(C(=O)NC4CCCC4)cc3[nH]2)cc1	10	0	2	7	7	20	2	3
Cc1ccc(-n2ncc3c2ncn2c(C)nnc32)cc1C	45*	0	0	19	3	1	1	4
O=C(NC1CCCc2ccccc21)c1ccc(=O)[nH]c1 (stereo unspecified)	-75	-4	-16	-18	-24	-107	-6	-6
COc1ccc(CNC(=O)CSc2nnc(Cn3cnc4ccccc43)n2-c2ccccc2Cl)cc1OC	-9	-6	1	4	6	17	0	0
Nc1nc(N)nc(CN2C(=O)NC(Cc3ccccc3)(c3ccccc3)C2=O)n1 (stereo unspecified)	0	2	-3	-2	2	2	0	-1
Cc1cccc(-n2nc3c(c2NC(=O)Cc2ccc(Cl)cc2)CS(=O)(=O)C3)c1	13	3	0	16	-4	-15	-3	-12
COc1ccc(S(=O)(=O)N2CCN(C(=O)c3cc(C)nc4ccccc34)CC2)cc1	-106	-9	-23	-26	-214	-41	-10	-7
COc1ccc(Cn2nnc(C(=O)N3CCCCC3)c2-n2cccc2)cc1	-61	-6	-4	30*	-5	8	5	-24
COCCn1c(=O)[nH]c2cc(C(=O)Nc3ccc(OC)c(Cl)c3)ccc2c1=O	22	24	12	10	2	25	1	3
Cc1ccccc1-c1nc2[nH]c(=O)cc(NC(=O)Cc3ccccc3)n2n1	-243	-8	-43	-67	-66	-11	-30	-13
Cc1nc2c(c(=O)[nH]1)CC[C@@H]1CN(C(=O)Cc3cccc(F)c3)C[C@H]21	20	-1	12	8	9	14	-1	4
O=C(NC1CCCC1)N1C[C@H]2C[C@H]3[C@](C1)(CN(Cc1ccccc1)S3(=O)=O)O2	27	0	8	1	4	-6	0	3
Cc1nnc(C(=O)Nc2ccc(C(=O)NCc3ccc(Cl)cc3)cc2)s1	6	13	13	5	4	-23	3	-3
Next entries follow:
SMILES	USP30 inh	USP10 inh	OTUD3 inh	USP17 inh	USP28 block	USP8 inh	UCHL1 inh	USP7 block
CCN(C(=O)c1nc(-c2ccncc2)no1)c1cccc(C)c1	3	0	0	6	-1	21	-1	-2
COc1ccc(CN2CC(=O)N3CS(=O)(=O)C[C@H]3C2=O)cc1	6	2	0	0	-1	5	1	4
COC(=O)c1ccc(CNC(=O)c2ccc3c(c2)OCCO3)cc1	·	-2	-1	14	·	3	-3	0
COc1ccnc(N2C[C@@H]3OCC(=O)N(CC4CC4)[C@@H]3C2)n1	-20	-2	-3	-52	-4	5	0	-4
Cc1noc(C2(NC(=O)Nc3cccc(F)c3C)CCCCC2)n1	-17	2	-6	5	-5	-10	-6	-9
O=C(c1ncccn1)N1CCCC1c1ncc(Cc2ccccc2Cl)o1 (stereo unspecified)	-4	-2	9	0	1	6	1	-3
COCc1cc(=O)[nH]c2cc(NC(=O)C(F)(F)F)c(C)cc12	-119	-7	-27	-41	-30	-11	-7	-2
CN1Cc2ccccc2CN2CCN(S(=O)(=O)C3CC3)CC2C1 (stereo unspecified)	·	-2	-3	-19	·	-17	-7	-4
COc1ccc(C(c2c(O)cc(C)n(Cc3ccccc3)c2=O)N2CCN(C)CC2)cc1 (stereo unspecified)	0	7	10	11	14	23	8	4
Cc1ccc(S(=O)(=O)c2c[nH]c3cc(F)ccc3c2=O)cc1F	-7	11	-10	28	-5	69*	0	15
O=C(NCCCc1nc2ccccc2n1CCC1CCCCC1)c1ccco1	-1	-4	-21	-3	-2	-5	0	-141
COc1ccc(-c2cc(-c3nnc(COC(=O)CNS(=O)(=O)c4ccccc4)o3)c3ccccc3n2)cc1OC	-65	-10	-12	-32	-27	-8	-16	-11
Cc1ccc(NC(=O)NCc2nnnn2-c2ccc(C)c(C)c2)cc1	-19	1	-10	-10	13	-6	5	8
O=C(/C=C/c1ccccc1)Nc1cc(S(=O)(=O)Nc2cccc(Cl)c2)ccc1Cl	-12	13	0	6	7	-10	9	10
Cc1nc(-c2ccc(C(=O)NC3CCCC3)cc2)no1	8	0	0	1	1	12	-3	-3
O=C(c1ccncc1)N1CC[C@@H]2Oc3ccccc3S(=O)(=O)N(CC3CC3)[C@H]2CC1	14	0	0	-2	11	0	3	-13
CCc1nnc(-c2[nH]c(C)c(S(=O)(=O)NC3CCCCCC3)c2C)o1	2	-1	-4	-3	-9	5	0	-1
COc1cccc(NC(=O)C2CC(=O)Nc3nc(SCc4ccccc4)nn32)c1 (stereo unspecified)	21	13	11	5	12	8	3	7
CCc1ccc(C(=O)Cn2c(N3CCOCC3)nc3ccccc32)cc1	4	0	0	-2	-1	5	4	0
Cc1cc(NC(=O)COc2coc(CN3CCN(c4ccccc4F)CC3)cc2=O)no1	4	0	2	0	0	-7	0	-3
C[C@@H](NC(=O)[C@H](Cc1ccccc1)NC(=O)[C@H](Cc1ccccc1)n1c(=O)[nH]c2ccccc2c1=O)C(=O)O	5	4	2	4	12	-19	-1	2
Cc1nc(N2CCCCC2)ncc1-c1cc(=O)[nH]c(N2CCc3ccccc32)n1	12	9	10	8	5	18	0	8
Cc1c(CNCCC2=CCCCC2)c(C(=O)O)c(C)n1Cc1ccc(F)cc1Cl	-10	0	-7	1	0	-3	0	-20
O=C(O)c1ccccc1NC1SC(=O)N(Cc2ccccc2)C1=O (stereo unspecified)	23	6	16	19	20	25	1	-8
O=C(c1noc2c1CCCC2)N1C[C@@H](O)[C@H](N2CCOCC2)C1	-114	0	1	-2	-2	3	0	-2

Exported in markdown: 15 of the compounds above.
| smiles | USP30 inh | USP10 inh | OTUD3 inh | USP17 inh | USP28 block | USP8 inh | UCHL1 inh | USP7 block |
| --- | --- | --- | --- | --- | --- | --- | --- | --- |
| COc1ccc(C(c2c(O)cc(C)n(Cc3ccccc3)c2=O)N2CCN(C)CC2)cc1 (stereo unspecified) | 0 | 7 | 10 | 11 | 14 | 23 | 8 | 4 |
| Cc1ccc(S(=O)(=O)c2c[nH]c3cc(F)ccc3c2=O)cc1F | -7 | 11 | -10 | 28 | -5 | 69* | 0 | 15 |
| O=C(NCCCc1nc2ccccc2n1CCC1CCCCC1)c1ccco1 | -1 | -4 | -21 | -3 | -2 | -5 | 0 | -141 |
| COc1ccc(-c2cc(-c3nnc(COC(=O)CNS(=O)(=O)c4ccccc4)o3)c3ccccc3n2)cc1OC | -65 | -10 | -12 | -32 | -27 | -8 | -16 | -11 |
| Cc1ccc(NC(=O)NCc2nnnn2-c2ccc(C)c(C)c2)cc1 | -19 | 1 | -10 | -10 | 13 | -6 | 5 | 8 |
| O=C(/C=C/c1ccccc1)Nc1cc(S(=O)(=O)Nc2cccc(Cl)c2)ccc1Cl | -12 | 13 | 0 | 6 | 7 | -10 | 9 | 10 |
| Cc1nc(-c2ccc(C(=O)NC3CCCC3)cc2)no1 | 8 | 0 | 0 | 1 | 1 | 12 | -3 | -3 |
| O=C(c1ccncc1)N1CC[C@@H]2Oc3ccccc3S(=O)(=O)N(CC3CC3)[C@H]2CC1 | 14 | 0 | 0 | -2 | 11 | 0 | 3 | -13 |
| CCc1nnc(-c2[nH]c(C)c(S(=O)(=O)NC3CCCCCC3)c2C)o1 | 2 | -1 | -4 | -3 | -9 | 5 | 0 | -1 |
| COc1cccc(NC(=O)C2CC(=O)Nc3nc(SCc4ccccc4)nn32)c1 (stereo unspecified) | 21 | 13 | 11 | 5 | 12 | 8 | 3 | 7 |
| CCc1ccc(C(=O)Cn2c(N3CCOCC3)nc3ccccc32)cc1 | 4 | 0 | 0 | -2 | -1 | 5 | 4 | 0 |
| Cc1cc(NC(=O)COc2coc(CN3CCN(c4ccccc4F)CC3)cc2=O)no1 | 4 | 0 | 2 | 0 | 0 | -7 | 0 | -3 |
| C[C@@H](NC(=O)[C@H](Cc1ccccc1)NC(=O)[C@H](Cc1ccccc1)n1c(=O)[nH]c2ccccc2c1=O)C(=O)O | 5 | 4 | 2 | 4 | 12 | -19 | -1 | 2 |
| Cc1nc(N2CCCCC2)ncc1-c1cc(=O)[nH]c(N2CCc3ccccc32)n1 | 12 | 9 | 10 | 8 | 5 | 18 | 0 | 8 |
| Cc1c(CNCCC2=CCCCC2)c(C(=O)O)c(C)n1Cc1ccc(F)cc1Cl | -10 | 0 | -7 | 1 | 0 | -3 | 0 | -20 |

Following part:
SMILES	USP30 inh	USP10 inh	OTUD3 inh	USP17 inh	USP28 block	USP8 inh	UCHL1 inh	USP7 block
O=C1NC2(CCc3ccccc31)CCN(Cc1ccc3nccnc3c1)C2 (stereo unspecified)	-24	0	-1	-9	-16	-16	-4	0
CCCCCCCCC/C=C/C(=O)CCc1c(O)c(C=O)c2c(c1O)C(=O)OC2O (stereo unspecified)	-9	45*	75*	75*	71*	31*	86*	87*
COc1ccc(CN2C[C@H]3CCN(C(=O)COc4ccccc4)CC[C@H]3S2(=O)=O)cc1	-9	0	-6	-21	-10	-63	-3	-4
O=C(O)c1c(CNC2CCCC2)c2ccccc2n1Cc1ccccc1F	16	-3	8	0	8	-1	-6	-59
O=C(Cn1nnc2ccccc21)N1C[C@@H](O)[C@H](N2CCOCC2)C1	-9	0	-6	3	-10	9	-2	0
Cc1ccc(OC(C)(C)C(=O)N2[C@@H](c3ccccc3F)C[C@@H]3NC(=O)CCC[C@H]32)cc1	-10	-5	1	-9	-8	2	0	-6
Cc1c(C(=O)c2ccc([N+](=O)[O-])cc2)c(=O)n(C)c(=O)n1C	5	0	1	-16	-12	-137	-2	0
O=C1c2cnc3nc(SCc4ccccc4Cl)nn3c2CC2c3ccccc3CCN12 (stereo unspecified)	-33	0	-8	-9	-12	-13	-4	-2
CC(=O)N1CCN(c2nc3c(s2)c(C)nn3-c2ccccc2)CC1	0	0	-3	-6	-5	-1	-1	1
COc1cccc2c1Oc1[nH]c(=O)n(C(C)C)c(=O)c1C2c1c(O)n(C(C)C)c(=O)[nH]c1=O (stereo unspecified)	-104	-5	-34	-10	-28	-163	-7	-10
O=C(CC1(O)C(=O)Nc2ccccc21)c1cccc(Cl)c1 (stereo unspecified)	·	4	0	-7	·	0	-2	-6
O=C(NC1CCSc2ccccc21)c1cccc(Cl)c1 (stereo unspecified)	-50	-1	-9	-8	-12	-3	0	7

3 entries already listed, ordered by the value under USP8 inh, ascending:
SMILES	USP30 inh	USP10 inh	OTUD3 inh	USP17 inh	USP28 block	USP8 inh	UCHL1 inh	USP7 block
O=C1NC2(CCc3ccccc31)CCN(Cc1ccc3nccnc3c1)C2 (stereo unspecified)	-24	0	-1	-9	-16	-16	-4	0
O=C(CC1(O)C(=O)Nc2ccccc21)c1cccc(Cl)c1 (stereo unspecified)	·	4	0	-7	·	0	-2	-6
Cc1ccc(OC(C)(C)C(=O)N2[C@@H](c3ccccc3F)C[C@@H]3NC(=O)CCC[C@H]32)cc1	-10	-5	1	-9	-8	2	0	-6
